# Assay outcomes from PubChem.
# mcGAS MS inh – inhibitors of Mus musculus cyclic GMP-AMP synthase, initial high-throughput assay, cell-free, RapidFire MS. Q8C6L5. recombinant mouse cGAS, cGAMP by RapidFire MS. inhibition, % at 12.5 µM. actives 0.18% (n = 130,000);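 active = inhibition of cGAS enzyme activity at or above 60%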;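 also: enzyme stimulated by 45 bp dsDNA with ATP and GTP substrates; cGAMP share of summed cGAMP plus half ATP and half GTP signals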
# Target sequence (Q8C6L5 whole entry, looked up): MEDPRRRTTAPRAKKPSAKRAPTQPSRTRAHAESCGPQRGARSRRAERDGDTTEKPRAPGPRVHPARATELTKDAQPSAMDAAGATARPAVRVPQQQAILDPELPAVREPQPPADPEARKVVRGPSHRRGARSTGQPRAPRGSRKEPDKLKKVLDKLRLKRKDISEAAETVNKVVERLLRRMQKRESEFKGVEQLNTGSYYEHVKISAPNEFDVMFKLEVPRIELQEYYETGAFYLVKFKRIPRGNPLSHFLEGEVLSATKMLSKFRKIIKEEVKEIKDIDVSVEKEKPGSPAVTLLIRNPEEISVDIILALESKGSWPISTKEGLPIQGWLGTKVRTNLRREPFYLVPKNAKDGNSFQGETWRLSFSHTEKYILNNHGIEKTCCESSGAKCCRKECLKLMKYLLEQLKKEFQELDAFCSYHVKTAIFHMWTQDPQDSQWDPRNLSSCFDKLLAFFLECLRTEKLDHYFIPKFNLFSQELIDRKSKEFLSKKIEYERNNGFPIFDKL
# * hit, by the source's call; & = joins results of further samples.
SMILES,mcGAS MS inh
CCc1n[nH]c(=O)c(C(=O)NCC(C)Oc2ccc(Cl)cc2)c1CC (centres undefined),-2
COCCN(CCOC)C(=O)CCCCC1CCSS1 (centres undefined),17
CCCCCCn1c(N2CCCCC2)nc2c1c(=O)n(C)c(=O)n2C,-2
CCc1nc(NCC(C)C)c(C#N)c2c1COC(C)(C)C2,-33
Cc1nn(CC(=O)N2CCCc3ccccc32)c(=O)c2c1cnn2-c1ccccc1,-1
CCc1cc(C(=O)OC)c(NC(=S)NC(C)c2ccncc2)s1 (centres undefined),7
Cn1cnnc1SCC(=O)Nc1ccc2c(c1)CCC2,-8
CNc1nc(-c2ccc(CO)cc2)cn2ccnc12,-1
O=c1c2c3c(sc2n2cnnc2n1-c1ccccc1)CCCCC3,-3
Cc1nc(SCC(=O)Nc2cccc3ccccc23)c2c(=O)n(C)c(=O)n(C)c2n1,8
C=CCN(Cc1ccc(C)s1)C(=O)C1CCN(C(=O)CC(C)C)CC1,-4
CCC(NC(=O)c1cc(COc2ccc(F)c(F)c2)on1)c1ccncc1 (centres undefined),-3
O=C(c1coc(COc2ccc(F)cc2Cl)n1)N1C[C@H]2CC[C@H]1C2,-4
Oc1[nH]c2ccccc2c1N=Nc1ccc(F)cc1F,-10
O[C@H]1COC[C@@H]1N1CCCN(c2ncnc3c2CCNC3)CC1,-2
CC(C)Sc1nc2scc(-c3ccc(F)cc3)c2c(=O)[nH]1,-13
O=C(NCCCCN1CCN(c2cccc(Cl)c2Cl)CC1)c1ccc2c(c1)Cc1ccccc1-2,-2
CC(=O)Nc1ccc(C(=O)NCc2nccc3ccccc23)cc1,-2
O=C(C=Cc1cccs1)Nc1nc(-c2ccccn2)cs1,-6
O=C(c1cn(Cc2ccccc2Cl)nn1)N1CCCCC1CCn1cccn1 (centres undefined),-5
COC(=O)c1[nH]ncc1CN1CCOc2c(cc(-c3cccs3)cc2OC)C1,-13
Clc1ccc(-n2ncc3c2CCN(Cc2cc4c(cc2Cl)OCO4)C3)cc1,-6
CC1(C(=O)O)CCC(C(=O)Nc2nc3ccccc3s2)C1(C)C (centres undefined),-7
CC(CO)CSC1CCN(c2cccc(Cl)c2)C1=O (centres undefined),4
Cc1cnccc1CN(C)Cc1cccc(C(C)(C)C)c1O,-20
COc1cc(C)c(S(=O)(=O)N2CCN(c3cccc(C)c3C)CC2)cc1C,-6
N#CCC(=O)NCC1CCCO1 (centres undefined),-5
COc1ccc(NC(=O)CCC2CCCN(C(=O)CC3=CCCCC3)C2)c(C)c1 (centres undefined),-6
CNc1ncc(CN(C)C(=O)c2cnn3ccn(C)c23)cn1,-8
COc1cc(Br)c(S(=O)(=O)N2CCc3ccccc3C2)cc1OC,-5

# Copied from the results shown for reference:
SMILES,mcGAS MS inh
O=c1c2c3c(sc2n2cnnc2n1-c1ccccc1)CCCCC3,-3
Cc1nc(SCC(=O)Nc2cccc3ccccc23)c2c(=O)n(C)c(=O)n(C)c2n1,8
C=CCN(Cc1ccc(C)s1)C(=O)C1CCN(C(=O)CC(C)C)CC1,-4
CCC(NC(=O)c1cc(COc2ccc(F)c(F)c2)on1)c1ccncc1 (centres undefined),-3
O=C(c1coc(COc2ccc(F)cc2Cl)n1)N1C[C@H]2CC[C@H]1C2,-4
Oc1[nH]c2ccccc2c1N=Nc1ccc(F)cc1F,-10
O[C@H]1COC[C@@H]1N1CCCN(c2ncnc3c2CCNC3)CC1,-2
CC(C)Sc1nc2scc(-c3ccc(F)cc3)c2c(=O)[nH]1,-13
O=C(NCCCCN1CCN(c2cccc(Cl)c2Cl)CC1)c1ccc2c(c1)Cc1ccccc1-2,-2
CC(=O)Nc1ccc(C(=O)NCc2nccc3ccccc23)cc1,-2
O=C(C=Cc1cccs1)Nc1nc(-c2ccccn2)cs1,-6
O=C(c1cn(Cc2ccccc2Cl)nn1)N1CCCCC1CCn1cccn1 (centres undefined),-5
COC(=O)c1[nH]ncc1CN1CCOc2c(cc(-c3cccs3)cc2OC)C1,-13
Clc1ccc(-n2ncc3c2CCN(Cc2cc4c(cc2Cl)OCO4)C3)cc1,-6
CC1(C(=O)O)CCC(C(=O)Nc2nc3ccccc3s2)C1(C)C (centres undefined),-7
CC(CO)CSC1CCN(c2cccc(Cl)c2)C1=O (centres undefined),4
Cc1cnccc1CN(C)Cc1cccc(C(C)(C)C)c1O,-20
COc1cc(C)c(S(=O)(=O)N2CCN(c3cccc(C)c3C)CC2)cc1C,-6
N#CCC(=O)NCC1CCCO1 (centres undefined),-5

# Going on with the list.
SMILES,mcGAS MS inh
COc1ccc([N+](=O)[O-])cc1NC(=O)c1ccnn1C,-14
Fc1ccccc1-c1n[nH]c(=S)n1C1CC1,-12
Cc1cc(C(=O)N2CCCCC2c2nc(C)no2)c2ccc(F)cc2n1 (centres undefined),-2
COc1cccc(/C=N\n2cnnc2)c1OCC#N,-2
Cc1nnsc1C(=O)N1CCC(CCC(=O)Nc2ccc3c(c2)OCCO3)CC1,-5
CN(C)CCN1CCN(c2ccn3nccc3n2)CC1,-1
CN1CCCc2cc(CCNC(=O)C34CC5CC(CC(C5)C3)C4)ccc21,4
CCOC(=O)N1CCN(C2CCCN(C(=O)c3csc4c3CCCC4)C2)CC1 (centres undefined),-2
Clc1cc(Cl)c(OCCCCn2cncn2)c(Cl)c1,7
Nc1nc(O)c(C2=c3cc(Cl)cc(Cl)c3=NC2=O)s1,-2
C=CCn1c(=O)c2c(nc3n(-c4ccc(OC)c(Cl)c4)c(C)cn23)n(C)c1=O,-7
CCOC(=O)Cc1nn2c(=O)cc(C)nc2s1,-3
c1ccc2c(c1)Cc1cc(CN3CCn4cncc4C3)ccc1-2,-4
C[N+]1(C)CCCC(OC(=O)C(O)(c2ccccc2)c2ccccc2)C1 (centres undefined),-1&1&2
CCN(CC(F)(F)C(F)F)C(C#N)=C(C#N)C#N,-2
O=S1(=O)CC(Cl)C(NS(=O)(=O)c2ccc(F)cc2)C1 (centres undefined),0
CCOC(=O)c1ccc(N2CCN(Cc3ccccc3)CC2)c(NC(=O)c2ccc([N+](=O)[O-])o2)c1,-11
COCC(C)n1c(SC(C)C(=O)NC2CCCCC2C)nc2ccccc2c1=O (centres undefined),-5
CCOC(=O)CSc1nc2c(cnn2CCO)c(=O)[nH]1,-28
CC(C)N1CC23C=CC(O2)C(C(=O)O)C3C1=O (centres undefined),13
CC(CC(=O)N1CCC(OCCN2CCCC2)C1)c1ccc(F)cc1 (centres undefined),-4
C[C@@H]1CN(Cc2ccccc2)CCN1C(=O)NCc1ccccn1,-5
O=S(=O)(c1ccc2nc(CO)[nH]c2c1)c1ccc2nc(CO)[nH]c2c1,-6
CCOCC(C)(C)NC(=O)CC(=O)Nc1cc(C)cc(C)c1,-15
Cc1ccc2oc(C(=O)N3CCCN(Cc4cccc(F)c4)CC3)c(C)c2c1,-9
COc1ccc(CN2CCN(CCCn3cccn3)CC2CCO)cc1C (centres undefined),-3
COCCOC(=O)C1=C(C)N(C)C(=O)NC1c1ccc(C(=O)OC)cc1 (centres undefined),-1
O=C(O)c1ccc(NNC(=O)C(F)(F)F)nc1,-5
CCn1c(C)cc(O)c(C(c2ccncc2)N2CCN(c3ccccc3F)CC2)c1=O (centres undefined),-10
COCCc1ccc(-c2csc(NC(=O)c3cc(Cl)c[nH]3)n2)cc1,3
Cc1ccc(Cn2nnc3c(=O)n(CC(=O)N4CCC(Cc5ccccc5)CC4)cnc32)cc1,3
O=C1CCCN1c1ccc(NS(=O)(=O)c2cccc(F)c2)cc1,-5
CCOC(=O)Cn1c(=O)c2c(nc3n(-c4ccc(F)cc4)c(C)cn23)n(C)c1=O,-7
CN(C)C(CNc1ncccc1C#N)C1CCCCC1 (centres undefined),-9
N#Cc1c(-c2ccc(Br)cc2)csc1N1CCCCC1,-13
O=C(CN1C(=O)CCC1=O)Nc1c2c(nn1-c1nc3ccccc3s1)CCC2,-3
CS(=O)(=O)CC(NC(=O)C1SCCc2sccc21)c1ccccc1 (centres undefined),0
Nc1nc(-c2c[nH]c3ccccc23)cs1,-1
O=C(Nc1ccccc1Cl)c1ccc(Cl)o1,-3
Cc1cc(C)nc(NCc2nc(-c3cccs3)n[nH]2)n1,-13
O=c1c2c(-c3ccccc3)csc2ncn1Cc1cc(-c2ccc(Cl)cc2)no1,-2
COc1cc2c(cc1NC(=O)CN1C(=O)CN(C)C1=O)oc1ccccc12,-3
CC(C)Oc1ccc(CNC(=O)N2CCC3CCC(C2)N3C)cc1F (centres undefined),-11
c1ccc(-n2cc(CNCc3cccs3)c(-c3ccc4c(c3)OCO4)n2)cc1,-8
Cc1ccc(NC(=O)c2cnc(SCC(=O)N3CCOCC3)n(C)c2=O)cc1C,0
CCCN(CN1C(=O)NC2(C1=O)C(C)CCCC2C)CC(F)(F)F (centres undefined),5
NC(=O)c1nn(CC(=O)N(CC2CCCO2)C2CCS(=O)(=O)C2)c(=O)c2ccccc12 (centres undefined),-8
CCCCn1c(N)c(N(Cc2ccco2)C(=O)C2CCCO2)c(=O)[nH]c1=O (centres undefined),-17
O=C(NCC1CCCO1)c1cc2n(n1)C(C(F)(F)F)CC(c1cccs1)N2 (centres undefined),-14
N#Cc1c(NC(=O)CSc2ncnc3sccc23)sc2c1CCC2,3

# Next part:
SMILES,mcGAS MS inh
CCN(C(=O)NCc1ccc2c(c1)OCO2)C(C)c1ccc(C#N)cc1 (centres undefined),1
COc1cc2nc(CSc3nnnn3C3CCCC3)[nH]c(=O)c2cc1OC,-9
CSCc1nn(CN(C)Cc2ccc(Br)cc2)c(=S)o1,-17
COc1ccc2c(c1)CCN2CC(=O)Nc1ccccc1S(=O)(=O)C(F)F,4
CCN(Cc1ccncc1)C(=O)c1cc(COc2ccc(OC)cc2Cl)on1,-13
Cc1noc(C)c1CN(C)C(=O)c1ccc(Oc2ccccc2)o1,-19
OCCC1CN(Cc2cccc(F)c2F)CCN1C1CCCC1 (centres undefined),-3
CC(C)Cn1cncc1CNC1CCCNC1 (centres undefined),-7
CCOC(=O)c1nn(-c2ccccc2C)c(=O)cc1NCCOC,-3
CN(Cc1ccccc1)c1cc(Cl)nc(SCc2ccc(C(=O)O)cc2)n1,4
COc1ccccc1N1CC(C)Cn2c1nc1c2c(=O)n(CC(C)C)c(=O)n1C (centres undefined),-6
O=C(COc1ccccc1)Nc1cccc(S(=O)(=O)N2CCCCC2)c1,-6
Cc1cc(N2C(=O)c3oc4cc(C)c(Cl)cc4c(=O)c3C2c2cccnc2)no1 (centres undefined),-9
CCc1ccc(NC(=O)NCCCn2nc(-c3ccccc3)ccc2=O)cc1,6
CCOC(=O)[C@@H]1C[C@@H]1c1nc2ccc(C(=O)O)cc2[nH]1,4
CCCn1ncc(-c2nc3c(cnn3CC)[nH]2)c1C,-22
CCCCCN(C)c1ccc(F)cc1CNC1CCC(O)CC1 (centres undefined),-5
COc1ccc(C)cc1CS(=O)(=O)Cc1cccc(C#N)c1,2
CN1OCC(S(=O)(=O)NC(C)(C)C)C1c1ccnc2ccccc12 (centres undefined),-6
Cc1ccc(OCc2occc2C(=O)N2CC[C@H](CO)[C@@H](O)C2)cc1,-15
Nc1nnc(SCc2cccc(F)c2)s1,-4
NC(=O)NNC(=S)NC1CCCCC1,-6
O=C(O)CC(NC(=O)CC12CC3CC(CC(C3)C1)C2)C(F)(F)F (centres undefined),-14
COc1cc(F)ccc1N(C)C(=O)CCn1ccnn1,8
COCC(=O)N1CCCN(Cc2cc(F)ccc2-n2cccn2)CC1,-20
COc1ccc(Cl)cc1C(=O)N1CCCC1C(=O)N(C)Cc1cccc(Cl)c1 (centres undefined),-23
Cc1cc(CC(C)NC(=O)c2cn[nH]c2-c2cccc(F)c2)n[nH]1 (centres undefined),-8
CSC1=NCCCN1,-8
Cc1cnn(CC(=O)NCc2ccc(N3CCCCC3)cc2)c1,1
CCc1ccc(CN2CCCC(CNC(=O)C=C(C)C)C2)nc1 (centres undefined),-28
Cc1ccccc1CN1CCN2C=C(C(=O)Nc3ccc(-n4ccnc4)cc3)OC2=NC1=O,-6
COc1ccc(/C=N\OCc2nc3c4c(ncn3n2)Oc2cc(O)ccc2C4c2ccccc2)cc1 (centres undefined),-8
CN(CCC#N)C(=O)COC(=O)c1ccc(F)c(S(=O)(=O)N2CCCCC2)c1,-4
COc1cccc(C(N)=O)c1OCc1ccc(Cl)cc1Cl,-8
O=c1c2cc3c(=O)n(-c4ccncc4)ccc3nc2ccn1CCN1CCOCC1,0
COC(=O)Cn1c(SCC(C)C)nc2ccccc2c1=O,-8
Cc1nnc(SC(=O)N2c3ccccc3Sc3ccccc32)s1,-37
Nc1nc(-c2ccccc2)c(-c2ccccc2)o1,-10
CCOc1ccc(-n2c(Cn3cncn3)n[nH]c2=S)cc1,3
O=C(Nc1ccc(S(=O)(=O)N2CCOCC2)cc1)c1cccc(N2CCCC2=O)c1,-3
CN1CCN(C(=O)C(F)(F)C(F)(F)OC(F)(F)F)CC1,-17
CS(=O)(=O)c1ccc(CC(=O)N(Cc2ccccn2)c2nc3c(Cl)cccc3s2)cc1,-7
CN(C)c1ccc(C(=O)N2CCNC(=O)C2Cc2ccccc2)cc1 (centres undefined),-6
CC(C)CC(=O)N1CCN(c2cnn(-c3ccccc3)c(=O)c2Cl)CC1,-2
OCCSc1nc2c(n1-c1ccccc1)CCCC2,-6
CCOC(=O)C1CCN(CC(=O)Nc2ccc(OC)c(Cl)c2)CC1,2
COc1ccc2c(c1)CC(NCCOc1ccccc1F)CC2 (centres undefined),-37
Cc1ccc(-n2cccn2)c(CN2CCC(n3nccc3NC(=O)C3CC3)CC2)c1,-10&-3
COc1ccc(F)c(CN2CCC(N3CCC(O)CC3)CC2)c1Cl,-10
CC(C)COc1ccc(C(O)c2ccccc2)cc1 (centres undefined),-2
Cc1cc(C)nc(NNC(=S)NC2CC3CCC2C3)n1 (centres undefined),-14
CCN(CC)C(=O)[C@@H]1C[C@H](N)CN1C(=O)c1cccc2[nH]c(C)nc12,-6
COc1cc(CNC2CCC3CCCCC3C2)cc(OC)c1OC (centres undefined),-1

# Some of the compounds tested, so the mix of outcomes need not match the whole.
